PKA-R1A activ = activators of PKA-R1A holoenzyme, primary screen, biochemical, fluorescence polarization, Cy5-IP20, bovine R1A, mouse PKAc; PKA-R1A dissociation; scaled: DMSO 0%, 113 µM cGMP 100%; activation, % at 11.4 µM; 340,000 tested, 0.083% active;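 active = percent activation above the mean of all tested compounds plus 3 SD, cut at about 19% in these data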;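 also: higher means more PKAc released from R1A so a rise in polarization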
HTR5A ag = HTR5A agonists in luminescence cell assay, primary screen, counter-screen for OPRM1-OPRD1 heterodimer agonist project, full-deck HTS; 5-hydroxytryptamine receptor 5A (Homo sapiens), P47898; cell-based; activation, % at 9.3 µM; 340,000 tested, 0.61% active; in the data active = activation mostly above about 9.5%, no sharp cut-off; inactive = mostly below about 7.6%;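 also: 0% = cells with vehicle only and 100% = reference agonist; strong numbers were not always called active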
Ecoli viability = E. coli V3065 growth inhibition, primary screen, counter-screen for AddAB inhibitor project, absorbance, OD600 | 18 h | inhibition, % at 11.9 µM | 330,000 tested, 0.27% active;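 active = inhibition above the campaign's mean inhibition across all tested compounds plus 3 SD, cut at about 9.9% in these data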;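 also: uninfected addAB+ strain grown without phage in ampicillin broth; 0% = DMSO wells and 100% = ciprofloxacin 0.95 µg/ml wells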
OPRM1-OPRD1 ag = agonists of OPRM1-OPRD1 heterodimerization, primary screen, cell-based, luminescence; activation, % at 9.3 µM; cells; AID 504326, 2011; 340,000 tested, 0.3% active; in the data active = activation above about 18%;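 also: 0% = vehicle-treated cells and 100% = reference agonist; values of inactives mirror those of a sister screen read the other way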
PfHsp90 yeast 2 = growth inhibition of PfHsp90-expressing yeast, primary screen, antimalarial PfHsp90 inhibitor project, S. cerevisiae, BacTiter-Glo luminescence, single point, set 2 | BacTiter-Glo ATP, 48 h; yeast lacking PDR1 and PDR3 efflux regulators | inhibition, % at 9.4 µM | 310,000 tested, 0.32% active;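 active = every replicate shows inhibition above about 80%, whatever the replicate mean, limit read from the data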;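 also: 0% = DMSO neutral controls and 100% = 20 µM radicicol positive controls; yeast relying on Plasmodium falciparum Hsp90 in place of its own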
AddAB inh = growth inhibition of E. coli expressing H. pylori AddAB, primary screen, AddAB inhibitor project, absorbance. inhibition, % at 11.9 µM. 330,000 tested, 0.29% active; in the data active = inhibition above about 12%;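 also: 0% = vehicle wells of infected cells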
phage Ecoli inh = growth loss of phage-infected E. coli, primary screen, RecBCD inhibitor project, absorbance, with phage, HTS | inhibition, % at 11.9 µM | 360,000 tested, 0.26% active; in the data active = inhibition above about 11%
OPRM1-OPRD1 inv = inverse agonists of MOR-DOR heterodimerization, primary screen, cell-based, luminescence; cell-based MOR-DOR heterodimer luminescence, inverse agonism; Mu-type opioid receptor (Homo sapiens) + Delta-type opioid receptor (Homo sapiens), …; 340,000 tested, 0.21% active; inhibition, % at 9.3 µM; in the data active = inhibition above about 22%, passing the limit was not always enough;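 also: 0% = cells with DMSO and 100% = wells without cells with DMSO; values of inactives mirror those of a sister screen read the other way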
Pemphigus Ab inh = inhibitors of pemphigus antibody binding to DSG3, primary screen, biochemical, bead-based, flow cytometry, scFv-GFP. DSG3-coupled beads, scFv-anti-DSG3-GFP binding; stronger effect = lower value. binding (percent of control), % at 10 µM. 310,000 tested, 0.48% active. Desmoglein-3 (Homo sapiens), P32926;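 active = binding more than 3 SD below its plate's average and above zero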;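 also: hits lower antibody fragment binding to DSG3; some compounds called inactive have numbers as strong as hits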
Target sequence (P32926 whole entry, looked up, the tested form may be a part): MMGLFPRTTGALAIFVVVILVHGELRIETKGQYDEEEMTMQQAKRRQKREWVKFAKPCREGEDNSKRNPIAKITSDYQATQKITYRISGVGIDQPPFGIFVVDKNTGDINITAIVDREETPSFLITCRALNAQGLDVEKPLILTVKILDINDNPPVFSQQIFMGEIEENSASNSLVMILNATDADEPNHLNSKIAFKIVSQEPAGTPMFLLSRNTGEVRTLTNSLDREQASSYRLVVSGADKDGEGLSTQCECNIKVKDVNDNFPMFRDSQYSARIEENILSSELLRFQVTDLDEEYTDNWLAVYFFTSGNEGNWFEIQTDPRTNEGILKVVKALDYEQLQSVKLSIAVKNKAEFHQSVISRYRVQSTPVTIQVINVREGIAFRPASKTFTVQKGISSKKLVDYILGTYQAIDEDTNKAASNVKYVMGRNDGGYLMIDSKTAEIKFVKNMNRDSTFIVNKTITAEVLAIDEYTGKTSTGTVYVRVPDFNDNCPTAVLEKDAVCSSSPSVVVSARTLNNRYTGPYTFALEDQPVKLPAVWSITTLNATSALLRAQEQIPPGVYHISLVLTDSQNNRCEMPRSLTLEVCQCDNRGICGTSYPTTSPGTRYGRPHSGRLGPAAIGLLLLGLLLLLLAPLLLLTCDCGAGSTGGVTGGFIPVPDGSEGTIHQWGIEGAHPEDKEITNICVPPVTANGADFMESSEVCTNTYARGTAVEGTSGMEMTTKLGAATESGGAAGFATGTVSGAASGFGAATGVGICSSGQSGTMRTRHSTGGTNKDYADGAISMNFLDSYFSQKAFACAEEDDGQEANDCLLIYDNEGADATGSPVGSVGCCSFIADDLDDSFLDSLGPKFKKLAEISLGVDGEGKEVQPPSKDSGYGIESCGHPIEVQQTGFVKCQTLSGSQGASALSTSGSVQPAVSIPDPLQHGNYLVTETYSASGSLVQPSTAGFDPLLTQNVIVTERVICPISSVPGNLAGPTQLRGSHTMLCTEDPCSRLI
SUMO Mot1 rescue = yeast Mot1-301 growth rescue at high temperature, primary screen, SUMOylation pathway inhibitor project, S. cerevisiae, ATP luminescence, 38.5C. S. cerevisiae Mot1-301 growth rescue; percent above DMSO median, 100 means doubled. growth rescue, % at 18.8 µM. 320,000 tested, 1% active;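 active = every valid replicate shows activation above 250% relative to neutral control wells; inactive = the rest, any valid replicate at or below 250%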;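 also: OY570 slx delta 5 strain wells were the positive control but not used for scaling; some compounds called inactive have numbers as strong as hits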
HTR5A inv ctr = HTR5A inverse agonists in luminescence cell assay, primary screen, counter-screen for OPRM1-OPRD1 heterodimer inverse agonist project, full-deck HTS; AID 504634, 2011; inhibition, % at 9.3 µM; 340,000 tested, 0.083% active; HTR5A cell line, inverse agonism; 5-hydroxytryptamine receptor 5A (Homo sapiens), P47898; in the data active = inhibition mostly above about 23%, no sharp cut-off; inactive = mostly below about 18%;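 also: 0% = cells with DMSO and 100% = no-cell wells with DMSO; some compounds called inactive have numbers as strong as hits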
* = called active by the depositor; . = not tested or not shown.

SMILES | PKA-R1A activ | HTR5A ag | Ecoli viability | OPRM1-OPRD1 ag | PfHsp90 yeast 2 | AddAB inh | phage Ecoli inh | OPRM1-OPRD1 inv | Pemphigus Ab inh | SUMO Mot1 rescue | HTR5A inv ctr
Cc1ccc(S(=O)(=O)Oc2ccccc2/C=N/O)cc1 | -7.5 | -3.8 | 0.5 | -0.5 | 9.5 | -0.2 | 3.4 | 3.2 | 93.3 | -1.1 | 10.4
O=C(O)c1cc(NN=Nc2cccc([N+](=O)[O-])c2)cc([N+](=O)[O-])c1 | -8.7 | -2.7 | 2.1 | -1.9 | 0.3 | 0.8 | 2.0 | 10.3 | 101.0 | 79.0 | -3.1
O=C1C2C3C=CC(C3)C2C(=O)N1Cc1cccnc1 (centres undefined) | -1.1 | 7.5 | 3.5 | -3.7 | -0.6 | 2.1 | 2.8 | 20.2 | 98.7 | 70.2 | -21.1
CCCOc1ccc(/C=C/C(=O)OCC(=O)N(C)c2c(N)n(Cc3ccccc3)c(=O)[nH]c2=O)cc1OCC | 1.7 | -0.6 | 1.1 | -3.0 | -2.4 | 1.9 | 0.2 | 16.5 | 116.1 | -10.3 | 1.5
CCN(C(=O)CSc1nc2ccccc2o1)C1CCS(=O)(=O)C1 (centres undefined) | -4.0 | 1.1 | 0.8 | -1.5 | -25.2 | -2.9 | -1.1 | 7.5 | 102.3 | 14.8 | -6.7
CC1CN(C(=S)Nc2ccc(F)cc2F)CC(C)O1 (centres undefined) | 18.3 | -1.0 | -1.2 | -2.3 | 13.7 | 0.0 | 4.2 | 7.5 | 99.5 | 2.9 | 6.9
CSc1ccc(-c2c(C#N)c(N)nc3c2c(C)nn3-c2ccccc2)cc1 | -3.7 | -3.2 | -0.8 | 7.1 | . | 1.1 | 2.8 | -38.7 | . | 91.6 | -11.4
COC(=O)c1ccc(CNC(=O)/C=C/c2cc([N+](=O)[O-])ccc2OC(F)F)cc1 | 1.9 | -3.4 | 2.4 | 1.0 | -7.8 | 1.6 | 2.4 | -4.9 | 81.8 | -9.0 | 7.6
COC(=O)c1ccc2nc(-c3ccc(S(C)(=O)=O)cc3)cn2c1 | -5.2 | 1.7 | 0.8 | -1.4 | 6.3 | 0.8 | -0.5 | 6.7 | 95.7 | 89.2 | -4.8
O=C(CCC(=O)n1ncc2ccccc21)N1CCCCC1 | -7.3 | -0.8 | -1.0 | -2.3 | -42.8 | -1.4 | 2.7 | 13.7 | 105.3 | 499.4 | 2.3
[2H]c1c([2H])c([2H])c(C(=O)c2sc(N3CCCCCC3)nc2-c2ccccc2)c([2H])c1[2H] | -6.2 | -0.1 | 1.3 | -1.5 | 1.7 | 2.4 | 1.6 | 6.1 | . | 20.0 | 0.1
Cc1ccccc1NS(=O)(=O)c1cc2c3c(c1)CC(=O)N3CCC2 | -1.1 | -1.7 | -0.3 | -3.1 | 1.8 | -0.6 | -0.2 | 16.1 | . | 4.6 | 6.4
O=C(NC1CC1)c1ccc(-c2nc3ccccc3s2)s1 | -20.4 | -3.7 | -1.6 | -2.4 | . | 2.5 | 3.9 | 11.9 | 103.0 | 1.8 | 8.1
CC(=O)c1ccccc1NC(=O)CSCc1nc2sc(C)c(C)c2c(=O)[nH]1 | 4.6 | -0.9 | . | 0.9 | 4.5 | . | 1.4 | -5.8 | 95.3 | . | 18.0
COc1cc2c(cc1Cl)/C(=C\CCN(C)C)c1ccccc1S2 | 6.8 | 1.9 | -2.7 | -2.5 | 13.5 | -0.6 | 0.9 | 13.1 | 90.6 | 0.2 | 16.1
COC(=O)CCC(=O)Nc1ccc(OC)cc1 | 4.2 | 4.2 | 1.0 | -1.4 | -28.0 | 2.6 | 2.5 | 6.2 | 117.8 | 2.0 | 14.6
COc1ccc(/C=N/Nc2ncc(C(F)(F)F)cc2Cl)c(OC)c1OC | -11.1 | 5.5 | -2.4 | 1.7 | 2.6 | 1.8 | 1.8 | -9.7 | 100.3 | -2.8 | -18.8
Cc1ccc(SCc2nc(N)nc(Nc3ccccc3C)n2)c(C)c1 | -8.6 | 0.7 | -0.6 | 2.8 | 13.2 | 2.7 | 4.1 | -17.3 | 81.4 | 25.4 | 2.2
COc1ccc(C2(c3ccc(OC)cc3)NC(=O)NC2=O)cc1 | 1.5 | 3.8 | 1.8 | -0.5 | -8.2 | 3.2 | 2.8 | 2.8 | 101.6 | 225.5 | -9.2
CC(=O)Oc1ccccc1C1OCCN1C(C)=O (centres undefined) | 0.3 | 1.5 | -0.1 | -1.9 | -32.2 | 1.4 | 1.6 | 11.2 | 105.8 | -10.9 | 11.2
CCCNC(=O)CSc1nnc(C)s1 | -7.1 | 2.6 | 0.1 | -2.3 | 18.5 | -1.1 | 1.5 | 12.1 | 103.2 | -12.4 | 17.4
CCOc1ccccc1N1CC(C(=O)Nc2cc(S(=O)(=O)N3CCOCC3)ccc2OC(C)C)CC1=O (centres undefined) | -5.2 | 1.0 | . | -3.1 | . | . | 0.6 | 12.4 | 105.1 | . | 14.4
CC1CCC2(CC1)NC(=O)N(CC(=O)Nc1cccnc1Cl)C2=O (centres undefined) | -0.9 | 1.3 | 0.6 | -2.1 | -1.7 | 1.8 | 5.5 | 7.9 | 109.6 | -3.5 | -3.6
CCOC(=O)N1CCN(C(=O)CSc2nc(=O)n3cccc(C)c3n2)CC1 | 6.4 | -1.8 | -1.4 | -0.8 | . | 2.8 | 2.5 | 4.8 | 100.6 | 11.1 | 4.9
CC(=O)c1cccc(-n2c(CCC(=O)O)ccc2-c2cccs2)c1 | -7.8 | -2.7 | 1.7 | -2.3 | 2.0 | 4.7 | 0.1 | 13.1 | 103.1 | 21.7 | 2.6
CCOC(=O)C(C(=O)Nc1ccccc1)C1CCCCC1 (centres undefined) | -9.1 | 4.2 | -1.7 | 0.0 | -4.1 | 2.9 | 2.9 | 0.1 | 101.7 | -11.1 | -14.8
COC(=O)C1=C(N)Oc2c(oc(CO)cc2=O)C1c1ccc(F)cc1 (centres undefined) | . | . | 4.7 | . | . | -1.8 | 0.7 | . | 112.3 | -8.2 | .
C=CCC1(CC=C)CCCN1C(=O)c1cc(COc2ccc(C)nc2)on1 | 1.9 | 3.5 | -3.1 | 0.5 | -3.4 | 1.9 | -0.9 | -2.6 | 109.7 | 2.3 | -12.9
Cc1ccc(S(=O)(=O)N(C)C)cc1NC(=O)COC(=O)CCCOc1ccccc1 | 0.6 | 0.9 | 1.5 | -1.9 | -12.2 | 1.8 | 1.6 | 9.5 | 103.2 | -1.3 | -2.3
COc1cc(/C=C(/Sc2nnc(-c3ccc(F)cc3)o2)C(=O)O)ccc1OC(F)F | -4.5 | 2.3 | -5.0 | 2.9 | -15.2 | 0.1 | 2.9 | -14.5 | 101.5 | 20.5 | -5.9
CC(C)CCNC(=O)C(Cc1ccccc1)NS(=O)(=O)c1ccc2c(c1)c(=O)n(C)c(=O)n2C (centres undefined) | 2.9 | -4.1 | -0.4 | -0.3 | 18.3 | -2.9 | 1.4 | 1.6 | 110.4 | -5.0 | 12.0
Cc1ccccc1NC(=O)c1cccc2nccnc12 | 0.4 | -7.6 | -2.2 | -1.7 | . | -2.3 | 0.9 | 9.0 | 101.2 | 218.5 | -3.2
Cc1ccc(-c2nnn(CC(=O)N(CCN3CCOCC3)C(C(=O)NC(C)(C)C)c3ccc(C)o3)n2)cc1 (centres undefined) | 0.8 | 0.6 | -1.8 | -3.0 | 18.7 | 0.0 | 1.1 | 15.8 | 78.0 | 20.0 | -1.5
COc1ccccc1NC(=O)NC1(C(=O)N2CCC(O)CC2)CCCCC1 | -0.2 | -2.5 | -3.7 | 0.9 | -4.3 | -0.5 | 2.5 | -5.4 | 94.9 | -6.1 | -14.5
COC(=O)c1cccc(S(=O)(=O)N2CCCCC2)c1 | -0.7 | 0.1 | 0.8 | -2.8 | -39.3 | 1.3 | 2.7 | 14.6 | 100.6 | -21.0 | -1.2
O=C(CCCn1c(=S)[nH]c2cc3c(cc2c1=O)OCO3)N1CCN(c2ccccn2)CC1 | -1.4 | 8.3 | . | 0.8 | . | . | 3.2 | -3.7 | 102.9 | . | -19.9
COc1cccc(OC)c1C(=O)Nc1nnc(C(C)C)s1 | -0.7 | -5.1 | -0.1 | -1.3 | -11.5 | -1.8 | 2.2 | 7.4 | 102.8 | 5.4 | 4.0
COc1ccc(S(=O)(=O)N2CCCCC2)cc1NC(=O)c1cc([N+](=O)[O-])ccc1N1CCOCC1 | -7.7 | -2.9 | -1.1 | -0.1 | -14.0 | -2.1 | 4.8 | 0.9 | 98.8 | 19.8 | -2.1
CCOc1ccc(C(c2c(NC(=O)c3ccccc3)sc(C)c2C)N2CCN(C)CC2)cc1 (centres undefined) | -5.9 | 0.4 | 2.3 | 5.9 | -43.2 | 2.4 | 6.2 | -28.3 | 106.1 | 258.8 | -14.1
Cc1cc(O)c(NC(=S)NC(=O)c2ccc(-c3ccc(Cl)cc3)o2)cc1C | 4.4 | -29.5 | -3.0 | -4.6 | . | -1.2 | -0.2 | 22.8 | 107.5 | -0.1 | 64.8*
Cc1cccc(C)c1NC(=S)N1CCC(N(C)CC2CCCO2)CC1 (centres undefined) | 7.8 | 1.1 | -0.3 | 3.0 | -3.1 | 1.8 | 2.3 | -16.7 | 98.4 | 9.6 | 2.8
CCCN1C(=O)c2ccccc2NC1c1ccc(Cl)cc1 (centres undefined) | 0.8 | 1.8 | 1.9 | -3.9 | -20.8 | 2.0 | 2.3 | 17.4 | 98.7 | -21.4 | -6.5
OCC(O)C1OC(c2ccccc2)OC(CO)C1O (centres undefined) | 1.5 | 3.7 | . | -3.4 | -2.7 | . | -0.9 | 17.2 | 97.3 | . | 7.9
O=C1c2ccccc2NC(c2cccnc2)N1c1ccccc1F (centres undefined) | -3.0 | 5.7 | 0.3 | -2.4 | 21.9 | 1.6 | 1.8 | 15.0 | 95.2 | 8.0 | 1.0
